# Screening results (PubChem BioAssay)
# FLuc counter: inhibits or activates purified firefly luciferase, miR-21 counter-screen | actives 6.9% (n = 360,000) | Potency, µM (titrated, usually from 57.5 µM), without a hit: at the highest dose activity change, negative = inhibition, usual class: inhibitors | purified FLuc, Km substrates, luminescence inhibition | P08659; active = well fitted inhibition curve with a large enough effect; inconclusive = small, poorly fitted or top-dose-only effect;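 also: plate controls were vehicle for no effect and reference inhibitor for full effect; nearly all actives have a fitted effect of over 55% in size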
# Target sequence (P08659 whole entry, looked up): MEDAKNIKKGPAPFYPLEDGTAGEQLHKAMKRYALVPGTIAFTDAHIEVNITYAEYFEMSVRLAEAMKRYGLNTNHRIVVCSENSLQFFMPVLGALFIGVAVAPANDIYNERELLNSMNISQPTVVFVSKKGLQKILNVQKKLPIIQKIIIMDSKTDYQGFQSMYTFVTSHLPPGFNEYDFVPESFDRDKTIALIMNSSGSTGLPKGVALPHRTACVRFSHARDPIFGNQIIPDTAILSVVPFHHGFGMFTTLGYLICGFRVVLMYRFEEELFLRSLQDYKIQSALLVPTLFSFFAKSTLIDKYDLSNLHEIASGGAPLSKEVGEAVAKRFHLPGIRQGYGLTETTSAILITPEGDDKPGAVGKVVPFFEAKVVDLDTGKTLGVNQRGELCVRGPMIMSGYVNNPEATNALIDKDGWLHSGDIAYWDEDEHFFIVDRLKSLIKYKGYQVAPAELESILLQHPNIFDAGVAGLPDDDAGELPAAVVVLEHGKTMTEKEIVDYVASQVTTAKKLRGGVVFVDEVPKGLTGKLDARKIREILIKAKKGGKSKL
#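 Purified P. pyralis luciferase, 10 nM final, with Km-level 10 uM D-luciferin and 10 uM ATP in 50 mM Tris acetate pH 7.5, 10 mM Mg acetate, 0.01% Tween-20, 0.05% BSA; 6-point qHTS titration about 60 µM downward; luminescence read.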
# Starred values were filed as active, the others as inactive; ? = inconclusive. Potency is read from the fitted curve at half-maximal effect.
SMILES,FLuc counter
COC(=O)c1c(C)oc2ccc(N(C(=O)c3ccncc3)S(=O)(=O)c3ccc(Br)cc3)cc12,0.0%
CCc1c(-c2ccccc2)nc2ccccc2c1C(=O)NCCc1ccccc1,-13.8%
COc1ccccc1CNC(=O)c1cc2cccc3c2n1CC(C)S3 (centres undefined),-8.0%
COc1cc(NC(=O)N2CCN(c3cc(-c4noc(C)n4)ccc3C)CC2)cc(OC)c1OC,-6.5%
Cc1ccsc1CN(C(=O)c1ccc(OCC(C)C)cc1)C1CCS(=O)(=O)C1 (centres undefined),2.3%
O=C(Cn1ncc2c3ccccc3n(Cc3cccc(Cl)c3)c2c1=O)NCCC1=CCCCC1,5.7%
O=C(Cn1c(=O)n(Cc2ccc(C(=O)NCc3ccc4c(c3)OCO4)cc2)c(=O)c2ccccc21)Nc1ccccc1F,-1.0%
COc1cccc(-n2ccn(CC(=O)NCc3ccc(C)cc3)c(=O)c2=O)c1,4.4%
O=C(Cn1cc(S(=O)(=O)Cc2ccccc2F)c2ccccc21)NCc1ccccc1Cl,?
COc1ccccc1N1CCN(C(CNC(=O)C(=O)NCCCN(C)C)c2cccnc2)CC1 (centres undefined),-1.4%
COc1ccc2c(c1)c1c(c(=O)n(-c3cccc(C)c3)c(=O)n1CC(=O)NCCC1=CCCCC1)n2C,-1.0%
COc1ccc(-c2cc3nccc(-c4cc(Cl)c(C)cc4O)n3n2)cc1,-4.0%
Cc1ccc(NC(=O)Cn2c(=O)n(CCc3ccccc3)c(=O)c3sc4ccccc4c32)cc1C,-0.4%
COc1cc(C2c3c(oc4ccccc4c3=O)C(=O)N2c2nc(C)c(C)s2)ccc1O (centres undefined),-4.5%
CCOc1ccc(NC(=O)C2CCN(S(=O)(=O)c3c(C)noc3/C=C/c3c(C)cc(C)cc3C)CC2)cc1,3.7%
O=S(=O)(Nc1ccc(F)cc1F)c1ccc(Br)s1,?
O=C(Nc1ccc(NC(=O)c2cccs2)cc1)c1cccc(Br)c1,-1.0%
Cc1cn2c(=O)cc(COc3cccc(NC(=O)c4ccccc4C)c3)nc2s1,-8.5%
COc1ccccc1CNC(=O)CC(c1ccc(F)cc1)N1Cc2ccccc2C1=O (centres undefined),-6.4%
CC(=O)N1CCCc2cc(S(=O)(=O)N3CCC(C(=O)NC4CCCCC4)CC3)ccc21,-3.8%

# Part of the list above, as labelled records:
O=S(=O)(Nc1ccc(F)cc1F)c1ccc(Br)s1
- FLuc counter = ?
O=C(Nc1ccc(NC(=O)c2cccs2)cc1)c1cccc(Br)c1
- FLuc counter = -1.0%

# The listing picks up, repeating the 4 entries before the break.
SMILES,FLuc counter
O=C(Nc1ccc(NC(=O)c2cccs2)cc1)c1cccc(Br)c1,-1.0%
Cc1cn2c(=O)cc(COc3cccc(NC(=O)c4ccccc4C)c3)nc2s1,-8.5%
COc1ccccc1CNC(=O)CC(c1ccc(F)cc1)N1Cc2ccccc2C1=O (centres undefined),-6.4%
CC(=O)N1CCCc2cc(S(=O)(=O)N3CCC(C(=O)NC4CCCCC4)CC3)ccc21,-3.8%
COc1ccccc1OCCn1cc(C(=O)c2cccs2)c2ccccc21,-7.2%
CCC(=O)N1CCc2cc(Br)cc(S(=O)(=O)CCC(=O)N3CCN(c4ccc(F)cc4)CC3)c21,4.8%
COc1ccc(Cn2c(=O)n(Cc3ccco3)c(=O)c3oc4ccccc4c32)cc1,-5.4%
Cc1nn(C)c2c1c(-c1ccccc1)cc(=O)n2Cc1ccc(F)cc1Cl,-1.7%
COc1cc2[nH]c(=O)n(CCCCCC(=O)N3CCN(c4ccc(Cl)cc4)CC3)c(=O)c2cc1OC,-11.7%
COc1ccc(Cl)cc1NC(=O)c1sc2nc3c(cc2c1N)CN(C)CC3,-1.4%
Cc1cccc(CSc2ncc(Cl)c(C(=O)Nc3sc4c(c3C(N)=O)CCCC4)n2)c1,-1.6%
CCc1nn(CC(=O)NCc2ccccc2Cl)c(=O)c2cc3ccccc3n12,-2.9%
Cc1ccccc1CCNC(=O)c1ccc2c(c1)nc1n2CCCCC1,0.536µM*
Cc1c(Cl)cccc1NC(=O)Cn1c(=O)cc(C)c2c(C)nn(-c3cccc(F)c3)c21,4.2%
CCN(CC)C(=O)c1c(NC(=O)c2cccc(C)c2)sc2c1CCC(C)C2 (centres undefined),16.9µM*
CCOC(=O)c1[nH]c(C)c(CCC(=O)NCc2ccc(OCC)cc2)c1C,0.5%
CCOC(=O)c1scc(-c2ccccc2)c1S(=O)(=O)Nc1cc(Cl)c(OC)cc1OC,-13.0%
Cc1cc(-c2nc3ncccc3o2)ccc1NC(=O)c1ccccc1Br,-4.3%
COc1ccccc1CNC(=O)Cn1c(=O)ccc2cc(S(=O)(=O)N3CCCC3)ccc21,-1.7%
Cc1c(C2=CCN(S(=O)(=O)c3ccc(CC(C)C)cc3)CC2)c2ccccc2n1CC(=O)N1CCCC1,-8.9%
O=C1CN(C(=O)Cc2ccc(F)cc2)C(c2ccccc2)c2cc(Cl)ccc2N1 (centres undefined),-1.7%
COc1ccccc1-c1c(C(F)(F)F)oc2c(CN3CCCCC3C)c(O)ccc2c1=O (centres undefined),1.6%
O=C(Nc1ccccc1C(F)(F)F)N1CCC2(CC1)Oc1ccccc1C(=O)N2Cc1ccccc1F,-11.2%
COc1cccc(CNC(=O)c2ccc3nc(-c4ccccc4)c(-c4ccccc4)nc3c2)c1OC,?
O=C(Nc1ccc(Oc2ccccc2)cc1)C1CCN(S(=O)(=O)c2ccc(Cl)cc2)CC1,0.9%
CC(C)N(C)C1CCN(S(=O)(=O)c2ccc3[nH]c(=O)ccc3c2)CC1,-1.5%
Cc1ccc(NC(=O)CSc2nc3nccnc3c(=O)n2CCc2c[nH]c3ccccc23)c(C)c1,-0.3%
O=c1[nH]c(SCc2ccc(F)cc2)nc2c1CCCC2,2.5%
Cc1c(C(=O)N(C)Cc2ccccc2)sc2nc(-c3ccc(F)cc3)cn12,-17.9%
Cc1ccc2[nH]c(CSc3nnc(NC(=O)COc4ccccc4C)s3)cc(=O)c2c1,-17.5%
COc1cc(NC(=O)CCN2CCN(c3ccccc3)CC2)cc(OC)c1,-2.9%
COc1ccc(-c2noc(CC(=O)Nc3cc(OC)ccc3OC)n2)cc1,-13.2%
CC(C)c1nn2c(=O)cc(COC(=O)CNC(=O)c3ccccc3Cl)nc2s1,-4.3%
Cc1cccc2c(=O)cc(CSc3ccccc3NC(=O)C(C)(C)C)[nH]c12,-6.6%
CCOC(=O)c1c(Nc2cc(C)cc(C)c2)nnc(-c2ccccc2)c1-c1ccccc1,-0.9%
COc1ccc(Cl)cc1NC(=O)CN1C(=O)C(C)(C)c2cc(S(=O)(=O)N3CCCCC3)ccc21,-4.5%
O=C(Cn1ccn(-c2ccc(F)c(F)c2)c(=O)c1=O)NCc1ccccc1,-1.2%
Cc1nnc(N2CCC(C(=O)NCc3cccc(Cl)c3)CC2)c2nn(-c3ccccc3)c(C)c12,?
COc1cc(N2C(=O)CSC23C(=O)N(C)c2ccccc23)cc(OC)c1OC (centres undefined),0.6%
CCOC(=O)c1cccc(NC(=O)Cn2c(=O)nc(-c3ccccc3F)c3cc(Cl)ccc32)c1,-17.4%
O=S(=O)(NCCc1nnc2ccc(SCc3ccc(C(F)(F)F)cc3)nn12)c1ccccc1,0.7%
CC1CCC(NC(=O)c2cc3c(Cl)nc4ccccc4c3s2)CC1 (centres undefined),-0.7%
COc1ccc(NC(=O)Nc2cccc(OCc3cc(=O)n4cccc(C)c4n3)c2)c(OC)c1,-10.8%
O=C(NCC12CC3CC(CC(C3)C1)C2)c1cc2nc(-c3ccccc3)cc(C(F)(F)F)n2n1,-1.0%
Cc1onc(-c2ccc(Br)cc2)c1C(=O)Nc1ccc(Br)cc1F,?
O=C(CC1N=C2c3ccccc3N=C(SCc3ccccc3Cl)N2C1=O)NC1CCCCC1 (centres undefined),-3.4%
Cc1ccccc1Cn1cc(S(=O)(=O)c2ccc(F)cc2)c(=O)c2cc3c(cc21)OCO3,-1.8%
CCc1ccc(NC(=O)c2cc(S(=O)(=O)NC3CCCC3)ccc2F)cc1,-9.4%
CC(=O)c1ccc(NC(=O)Nc2nnc(N3CCCC(C)C3)s2)cc1 (centres undefined),-5.9%
O=C(OCc1cc(=O)n2nc(C3CCCCC3)sc2n1)c1ccccc1Cl,?
CC(C)(C)C1CCc2c(sc(NC(=O)c3cccc(Cl)c3)c2C(N)=O)C1 (centres undefined),?
COc1cc(OC)c(NC(=O)CCS(=O)(=O)c2ccc3c(c2)oc(=O)n3C)cc1Cl,-1.6%
CCOc1ccccc1C(=O)Nc1cccc(-c2nc3ccccc3s2)c1,?
COC(=O)c1scc(-c2ccc(C)cc2)c1S(=O)(=O)Nc1cc(OC)c(OC)c(OC)c1,1.5%
CCN(C(=O)Cn1nc(Cc2ccncc2)c2ccccc2c1=O)c1cccc(C(F)(F)F)c1,-1.5%
COc1ccc(NC(=O)c2cc(S(=O)(=O)N3CCCCC3)cn2C)cc1Cl,-0.1%
O=C(Nc1ccc(S(=O)(=O)Nc2ncccn2)cc1)c1cccc(Cl)c1,-11.1%
Cc1cccc(N2CCN(c3ncnc4onc(-c5ccc(F)cc5)c34)CC2C)c1 (centres undefined),0.2%
COCCOC(=O)Cn1nnc2sc(-c3ccccc3)cc2c1=O,-16.9%
CCc1nnc2c3ccccc3nc(Nc3ccc(F)c(Cl)c3)n12,-2.3%
CCc1ccc(C2c3c(-c4cc(C)ccc4O)n[nH]c3C(=O)N2Cc2cccnc2)cc1 (centres undefined),-20.0%
Cc1ccc(-c2nn(-c3ccccc3)c3c2cnc2ccccc23)cc1C,-0.9%
CC(C)(C)c1ccc(S(=O)(=O)c2cn(CC(=O)Nc3ccccc3)c3ccccc3c2=O)cc1,-0.1%
Cc1cc(C)cc(OC(=O)c2cc(-c3ccc(Cl)cc3)on2)c1,4.6%

# Three entries picked at random from the list so far, as already listed:
SMILES,FLuc counter
CC(C)(C)c1ccc(S(=O)(=O)c2cn(CC(=O)Nc3ccccc3)c3ccccc3c2=O)cc1,-0.1%
Cc1ccc(-c2nn(-c3ccccc3)c3c2cnc2ccccc23)cc1C,-0.9%
COc1cc(OC)c(NC(=O)CCS(=O)(=O)c2ccc3c(c2)oc(=O)n3C)cc1Cl,-1.6%

# Next entries:
SMILES,FLuc counter
Cc1ccc(NC(=O)c2cc3nc(-c4ccc5c(c4)OCO5)cc(C(F)(F)F)n3n2)cc1Cl,-1.8%
CCOC(=O)c1ccc(NC(=O)Cn2cc(C(=O)c3cccs3)c3ccccc32)cc1,-10.6%
O=C(COc1ccc(Cl)cc1)Nc1ccc(-c2nc3ccccc3s2)c(O)c1,-7.7%
COc1ccc(CC(=O)Nc2nc3c(s2)CC(C(C)(C)C)CC3)cc1 (centres undefined),-6.3%
CCCn1c(CCC(=O)Nc2cccc(CC)c2)nc2cccnc21,-7.1%
CCOc1ccc(NC(=O)CSc2nnc(-c3ccc(C)cc3)c(-c3ccc(C)cc3)n2)cc1,-8.2%
COCCCN1C(=O)c2oc3ccccc3c(=O)c2C12C(=O)N(C)c1ccccc12 (centres undefined),-0.3%
O=C(CSc1nc(-c2cccc(F)c2)[nH]c1-c1ccccc1)Nc1ccc2c(c1)OCO2,-13.3%
COCCNC(=O)Cn1nc(C)c2c(C)n(-c3ccc(C)cc3)nc2c1=O,0.5%
CCN(CC)S(=O)(=O)c1ccc2c(c1)c(=O)c(C(=O)NCc1ccc(Cl)cc1)cn2C,-1.0%
CC(C)OC(=O)c1cccnc1SCC(=O)Nc1ccc(C(F)(F)F)cc1Cl,0.9%
CCn1cc(C(=O)NCc2ccccc2)c(=O)c2cc(S(=O)(=O)N3CCc4ccccc4C3)ccc21,0.9%
Cc1ccc(S(=O)(=O)N(CC(=O)NCCSc2ccc(Cl)cc2)c2ccccc2C)cc1,6.4%
O=C1C(c2ccc(F)cc2)N(CCc2ccc(Cl)cc2)C(=O)CN1C1CCCCCC1 (centres undefined),-1.7%
Cc1cccc(-c2c3c(=O)n(C)c(=O)n(C)c3c3cnc4ccccc4n23)c1,4.0%
COc1ccc(S(=O)(=O)c2c(SC)nn(CC(=O)Nc3ccc(C)c(Cl)c3)c2N)cc1,-1.3%
CN(c1ccccc1)S(=O)(=O)c1ccc(NC(=O)c2cc(=O)c3ccccc3o2)cc1,-1.9%
Cc1cccc(-c2noc(-c3ccccc3OCC(=O)Nc3ccccc3[N+](=O)[O-])n2)c1,-10.4%
COc1ccc(N2CC(NC(=O)c3ccc(S(=O)(=O)N4CCCCC4)cc3)CC2=O)cc1 (centres undefined),-6.5%
CCN(CC)CCN(C(=O)c1ccco1)c1nc2c(C)cccc2s1,0.9%
Cc1ccc(OCC(=O)OCc2cc(=O)n3nc(-c4cccs4)sc3n2)cc1,-2.2%
COc1ccc(CN2CCN(c3ncnc4sc5c(c34)CCCC5)CC2)cc1F,-10.4%
NC(=O)c1nc(-c2ccc(F)c(F)c2)nc2c1[nH]c(=O)n2-c1cccc(Cl)c1,1.9%
CCCOc1ccc(CNC(=O)c2cc3oc4ccccc4c3n2C)cc1,3.0%
COc1ccc(NC(=O)N(C(C)C)C2CCN(C(C)=O)CC2)c(OC)c1,-0.8%
O=C(Cn1c(=O)nc(-c2ccccc2)c2ccccc21)NCc1ccccc1Cl,?
COCCNC(=O)Nc1cc(C(=O)NCc2ccc(C(C)C)cc2)ccc1N1CCCC1,-15.3%
Cc1cc2nc(-c3cccc(NC(=O)C(C)C)c3C)oc2cc1C,0.477µM*
CSc1nc(-c2ccc(F)cc2)nc2c1Cc1c(CO)cnc(C)c1O2,-7.6%
COc1cc(NC(=O)Nc2nnc(N3CCCCC3)s2)cc(OC)c1,-3.0%
O=c1ccc2cc(S(=O)(=O)NCc3ccc(Cl)cc3)ccc2[nH]1,?
O=C(CSc1ncc2c(n1)-c1cc(Cl)ccc1N(Cc1ccccc1)S2(=O)=O)NCCc1ccccc1,0.9%

# Some of the compounds tested; the hit share may differ from the screen's.
